Screens as filed in PubChem BioAssay.
AMA1-RON2 inh – qHTS for Inhibitors of AMA1-RON; Towards Development of Antimalarial Drug Lead: Primary Screen | AlphaScreen AMA1-biotinylated RON2 peptide binding | Potency, µM (doses to about 58.2 µM), for inactives: at the top dose activity change, negative = inhibition, most hits filed as inhibitors | 0.2% of 360,000 active | AID 720542, 2013;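 note: potency is the fitted concentration of half-maximal effect; 0% = vehicle wells and -100% = peptide control; nearly all actives have a fitted effect of over 45% in size; some results filed as inactive show a strong effect at the top dose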
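AMA1 (3D7) with his tag at 25 nM final met compounds first, then biotinylated RON2 peptide at 25 nM; detection used donor plus acceptor beads, 10 µg/mL apiece, read by AlphaScreen after 30 min at room temperature.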
AmpC detergent – qHTS Inhibitors of AmpC Beta-Lactamase (assay with detergent) | P00811 | AmpC hydrolysis of nitrocefin, absorbance 480 nm, 0.01% Triton | Potency, µM (titrated, usually from 114 µM), without a hit: at the top dose activity change, negative = inhibition, hits mostly inhibitors | 0.041% of 370,000 active | AID 485294, 2010;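 note: potency is the fitted concentration of half-maximal effect; 0% = no-compound wells and -100% = no-enzyme wells; nearly all actives have a fitted effect of over 25% in size; some results filed as inactive show a strong effect at the top dose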
Target sequence (P00811 whole entry, looked up): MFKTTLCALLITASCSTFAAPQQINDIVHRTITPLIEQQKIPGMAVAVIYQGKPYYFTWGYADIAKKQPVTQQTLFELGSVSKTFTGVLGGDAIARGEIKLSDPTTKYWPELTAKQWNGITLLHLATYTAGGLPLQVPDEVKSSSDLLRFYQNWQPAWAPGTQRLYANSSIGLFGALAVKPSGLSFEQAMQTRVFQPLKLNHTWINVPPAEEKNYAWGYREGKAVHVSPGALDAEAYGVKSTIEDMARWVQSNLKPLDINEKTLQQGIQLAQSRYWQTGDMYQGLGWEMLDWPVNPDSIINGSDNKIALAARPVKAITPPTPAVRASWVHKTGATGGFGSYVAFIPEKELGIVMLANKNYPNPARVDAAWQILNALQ
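AmpC (5.3 nM in the dispensed reagent) in 20 mM phosphate pH 7.0 with 0.01% (detergent screen) or 0.0001% Triton X-100 was preincubated with compounds for 15 min at room temperature. Nitrocefin was then added from an 800 uM solution, and hydrolysis was followed at 480 nm.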
Sm TGR inh – qHTS Assay for the Inhibitors of Schistosoma Mansoni Peroxiredoxins; Potency, µM (series often up to 114 µM), for the others: at the top dose activity change, negative = inhibition, usual class: inhibitors; Schistosoma mansoni thioredoxin glutathione reductase (TGR), Q962Y6; purified TGR, DTNB reduction, TNB absorbance 405 nm; 3% of 360,000 active; AID 485364, 2010; note: potency is the fitted concentration of half-maximal effect; nearly all actives have a fitted effect of over 60% in size
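Kinetic colorimetric format: TGR-catalysed, NADPH-driven DTNB reduction monitored via TNB absorbance. Enzyme dispensed at 20 nM; compound exposure 15 min at room temperature before reaction start.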
Giardia FBPA inh – qHTS Assay for Inhibitors of Fructose-1,6-bisphosphate Aldolase from Giardia Lamblia | purified Giardia FBPA | Potency, µM (highest dose often 59.6 µM), for inactives: at the highest dose activity, negative = inhibition, most hits filed as inhibitors | AID 2451, 2010 | A8B2U2 | 0.71% of 290,000 active; note: potency is the fitted concentration of half-maximal effect; nearly all actives have a fitted effect of over 55% in size
Target sequence (A8B2U2 whole entry, looked up): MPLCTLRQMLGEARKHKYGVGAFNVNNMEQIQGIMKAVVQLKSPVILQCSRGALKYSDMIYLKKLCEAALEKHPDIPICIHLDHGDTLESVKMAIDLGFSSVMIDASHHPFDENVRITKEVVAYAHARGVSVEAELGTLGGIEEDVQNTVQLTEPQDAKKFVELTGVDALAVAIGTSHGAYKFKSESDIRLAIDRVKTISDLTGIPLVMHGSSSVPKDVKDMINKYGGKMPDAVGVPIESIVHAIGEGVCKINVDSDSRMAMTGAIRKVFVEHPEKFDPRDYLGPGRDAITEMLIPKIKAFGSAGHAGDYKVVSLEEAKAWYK
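Giardia FBPA (40 nM reagent) was preincubated 10 min at RT with compound (up to 57.5 uM final), then substrate plus GAPDH/TPI/NAD/arsenate coupling system with diaphorase/resazurin was added; resorufin fluorescence (525/598 nm) was read after 20 min.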
AmpC inh no detg – qHTS Inhibitors of AmpC Beta-Lactamase (assay without detergent) | AmpC nitrocefin hydrolysis, absorbance 480 nm, 0.0001% Triton | P00811 | AID 485341, 2010 | Potency, µM (highest dose often 57.1 µM), for inactives: top-dose activity change, negative = inhibition, hits mostly inhibitors | 0.52% of 330,000 active;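 note: potency is the fitted concentration of half-maximal effect; plate controls were no compound for no effect and no enzyme for full effect; nearly all actives have a fitted effect of over 20% in size; some results filed as inactive show a strong effect at the top dose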
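20 mM phosphate pH 7.0 + 0.01% (detergent screen) or 0.0001% Triton X-100; 5.3 nM AmpC reagent; cpd preinc 15 min RT; nitrocefin (800 uM stock) to start; A480 q20 s × 4 min; Activity was normalised to no-enzyme and no-compound control wells.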
HCMV inh – qHTS Assay for inhibitors of the human cytomegalovirus (HCMV) | activity change, negative = inhibition, % at 57.5 µM | HFF cells, HCMV-luciferase reporter, 72 h; active compounds read low | 4.5% of 410,000 active | AID 1259415, 2018; in the data active = activity change below about -60%; inconclusive = no clear call, values can overlap the other calls; inactive = above about -39%
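Two compound doses tested in HFFs infected with HCMV-luciferase, MOI 1 PFU/cell, 72 h at 37C. Lysate luminescence read with OneGlo; data normalized against buffer-only and 10uM Salinomycin inhibitor controls.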
Starred values were filed as active, the others as inactive; ? = inconclusive; . = not tested or not shown; [ ] = remark or other dose. Unless noted, calls come from the whole dose curve; as a rule, active = well fitted curve in the direction sought with a large enough effect; inconclusive = small, poorly fitted or top-dose-only effect, or another doubt; inactive = no such curve, though single readings can be large; an effect the other way counts as inactive or inconclusive. Unless noted, % is set by controls: 0 for no effect and ±100 for the full control effect.

SMILES	AMA1-RON2 inh	AmpC detergent	Sm TGR inh	Giardia FBPA inh	AmpC inh no detg	HCMV inh
Cc1ccc(-c2cn3cccnc3n2)cc1NC(=O)Nc1ccc(F)cc1	.	1.7%	0.7%	.	.	9.2
c1ccc(-n2ncc3c(N4CCN(c5ccccn5)CC4)nc(N4CCCCC4)nc32)cc1	.	?	6.2%	1.1%	-16.4%	.
COc1ccc(N(CC(=O)Nc2cccc(SC)c2)S(C)(=O)=O)cc1	-2.7%	-13.7%	2.4%	3.3%	-29.5%	30.5
CC(Oc1ccc(F)cc1)C(=O)N(Cc1ccccc1)c1c(N)n(Cc2ccccc2)c(=O)[nH]c1=O (centres undefined)	23.4%	-7.2%	0.1%	.	-33.1%	-23.5
CCN(CC)C(=O)CSc1nnc2cc(C)c3ccccc3n12	8.3%	-7.3%	5.0%	-7.5%	9.9%	?
COc1ccc(-c2nc(-c3ccccc3)[nH]c(=O)c2C#N)cc1	0.0%	-6.3%	3.0%	7.4%	-39.9%	-4.4
O=C(CSc1nc2ccccc2nc1Cc1ccccc1)Nc1ccccc1C(F)(F)F	.	-0.1%	1.9%	.	.	-5.9
COc1ccccc1CC(=O)NCCc1ccc(S(N)(=O)=O)cc1	-6.0%	?	1.1%	1.3%	-32.5%	-7.5
Cc1ccc(NC(=O)c2ncn(-c3ccccc3)n2)cc1Cl	.	16.8%	-0.5%	.	.	16.3
COc1cccc(-n2c(SCc3ccccn3)nc3c(c2=O)SCC3)c1	-12.1%	2.2%	-1.0%	-11.1%	-5.3%	-17.3
CCOc1cccc(C2c3c(oc4ccc(F)cc4c3=O)C(=O)N2c2cc(C)ccn2)c1 (centres undefined)	.	23.6%	6.7%	.	.	5.3
CN(NC(=O)c1cccc(Cl)c1)c1nc(-c2ccccc2)nnc1C(F)(F)F	2.9%	-3.6%	8.3%	5.7%	-24.4%	-4.9
CCS(=O)(=O)N1Cc2ccccc2CC1C(=O)Nc1ccc(F)cc1 (centres undefined)	-5.4%	3.6%	7.1%	3.3%	-22.4%	-17.7
Cc1ccc2c(c1)C(c1ccccc1)N(C(=O)c1ccc(F)cc1)CC(=O)N2 (centres undefined)	-8.1%	7.9%	2.1%	7.1%	-22.1%	?
S=C(c1ccc(-c2ccccc2)cc1)N1CCOCC1	-7.4%	4.1%	12.2%	2.4%	-9.6%	-83.5*
O=C1/C(=C/c2ccc(O)c([N+](=O)[O-])c2)SC(=S)N1Cc1ccccc1	8.9%	-13.1%	-7.7%	7.2%	-25.7%	-60.9*
N#Cc1c(-n2ncnc2-c2cccc(Cl)c2)sc2c1CCCCC2	.	0.0%	-10.8%	.	.	-1.4
COc1cc(S(=O)(=O)N2CCOCC2)ccc1N	-17.0%	1.5%	.	3.1%	-9.5%	-34.0
COc1cc(/C=C2\SC(=O)N(CCNC(=O)c3c(C)noc3C)C2=O)cc(OC)c1OC	10.1%	.	.	.	-18.8%	25.2
COc1ccc(Cl)cc1C(=O)C1CCCN(Cc2cnc(C)s2)C1 (centres undefined)	-23.8%	-9.7%	4.4%	-2.1%	-15.8%	-21.4
Cc1nnc(C)c2c(C)n(C(C)c3ccccc3)c(C)c12 (centres undefined)	-16.5%	-8.1%	-4.0%	?	35.6%	?
COc1cccc(/C=C2\NC(=O)NC2=O)c1O	-8.5%	-1.3%	1.7%	-0.9%	-4.0%	45.4
Cc1noc2ncnc(N3CCCC(C(=O)Nc4cc(F)ccc4F)C3)c12 (centres undefined)	.	12.3%	3.9%	.	.	-35.9
CCOC(=O)CCNC(=O)N1CCCC(C(=O)c2ccccc2SC)C1 (centres undefined)	17.7%	6.3%	3.0%	1.3%	0.2%	-0.7
C=CCn1cc(-c2ccccc2)cc(C#N)c1=O	-13.5%	?	5.7%	-5.7%	-9.8%	-14.0
Remaining list, next part:
SMILES	AMA1-RON2 inh	AmpC detergent	Sm TGR inh	Giardia FBPA inh	AmpC inh no detg	HCMV inh
Cc1nn(C(C)C)c(C)c1CN1CCC(C(=O)Nc2cccc(-c3cccc(F)c3)c2)CC1	-12.4%	-4.9%	-0.4%	-5.1%	168.4%[activator]	30.5
Cc1ccc(S(=O)(=O)Nc2ccccc2CNc2ccccn2)cc1	-7.9%	-5.4%	3.9%	-17.0%	-56.8%	-18.5
CCCN(CCC)S(=O)(=O)c1ccc(C(=O)NCc2n[nH]c(=S)n2-c2ccc(Cl)c(Cl)c2)cc1	76.8%[activator]	-3.8%	-3.8%	3.0%	-6.4%	-7.5
CCOc1ccc2nc(NC(=O)CCC(=O)c3cccs3)sc2c1	2.5%	-2.0%	0.0%	-3.4%	-35.3%	8.0
CCOC(=O)C(=CNc1ccc(Cl)cn1)C(=O)OCC	-2.8%	?	5.2%	1.6%	20.8%	-5.2
O=C(Nc1ccccc1)Nc1nnc(Cc2ccccc2F)s1	13.6%	-1.6%	?	-1.9%	-35.4%	60.1
Cc1ccc2c(c1)nc(SCC(O)c1ccc(Br)cc1)n2C (centres undefined)	.	6.8%	-2.7%	.	.	?
O=C(CSc1nc2c([nH]c3ccccc32)c(=O)n1-c1ccc(Cl)cc1)N1CCOCC1	.	7.9%	5.3%	.	.	12.3
COc1ccc(C(=O)CC(=O)c2ccc(C)cc2)c(O)c1	28.4%	-2.8%	2.5%	0.0%	-31.4%	49.6
Cc1ccc(S(=O)(=O)c2nnn3c2nc(N2CCN(c4ccccc4F)CC2)c2ccccc23)cc1C	.	23.3%	0.9%	.	.	0.0
O=C(CN1C(=O)S/C(=C\C=C\c2ccccc2)C1=O)NC1CCS(=O)(=O)C1 (centres undefined)	1.6%	-5.9%	?	-10.2%	39.5%	11.0
C=CCN1N=C(/C=C/c2ccccc2)CCC1=O	8.4%	3.0%	9.5%	6.2%	0.7%	8.4
COc1ccc(CN2CCCC(C(=O)c3ccc(SC)cc3)C2)cc1Cn1cccn1 (centres undefined)	?	2.0%	0.4%	3.1%	104.6%[activator]	-3.6
O=C(O)COc1ccc(/C=N/n2c(COc3ccccc3)nc3ccccc3c2=O)cc1	-24.2%	-0.5%	-7.9%	6.3%	-29.3%	-1.5
CC(=O)Nc1ccc(-c2csc(NC(=O)Cc3cccc(F)c3)n2)cc1	-15.0%	-0.1%	3.4%	-3.3%	-53.3%	-2.5
O=C(CN1CCN(C2CCCCC2)CC1)c1ccc2cc[nH]c2c1	5.1%	-12.7%	31.6µM*	-18.5%	-4.2%	26.6
O=C(CCNC(=O)c1ccccc1)OCN1C(=O)c2ccccc2C1=O	-5.6%	1.8%	-17.5%	.	-9.3%	7.8
CCN(CC)S(=O)(=O)c1ccc2oc(C(=O)NCc3ccc(C)cc3)c(C)c2c1	-4.9%	?	0.0%	-3.2%	-10.4%	50.2
CCN1C(=O)[C@@H]2[C@@H](c3ccc(-c4ccc(Cl)c(Cl)c4)c(OC)c3)N3CCCC[C@@]3(C(=O)OC)[C@@H]2C1=O	-3.8%	-3.7%	-3.3%	.	-4.3%	-5.6
CCCCOC(=O)n1c(SCC(=O)N(CC)CC)nc2ccccc21	-4.5%	0.7%	10.2%	3.9%	116.9%[activator]	1.6
O=C(CNS(=O)(=O)c1cccs1)Nc1ccc2c(c1)OCCO2	1.4%	-4.0%	0.0%	-9.8%	-16.5%	31.8
CCC(C)(C)n1nnnc1C(c1ccccc1)N1CCc2ccccc2C1 (centres undefined)	-2.1%	0.8%	?	-1.0%	-16.5%	7.4
Cc1ccc(Cc2ccc(C(=O)NNC(N)=S)o2)cc1	58.7%[activator]	5.5%	0.0%	0.0%	-23.9%	14.2
COC(=O)[C@H](CC(C)C)NC(=O)Cn1cnc(C(=O)Nc2ccc(C)c(C)c2)n1	7.8%	.	.	.	44.4%	38.7
Cc1[nH]c2ccccc2c1/C=N/Nc1ccc([N+](=O)[O-])cc1	-27.4%	?	-9.3%	?	-48.7%	-30.5

Part of the list above in order of length of the SMILES, rising.
SMILES	AMA1-RON2 inh	AmpC detergent	Sm TGR inh	Giardia FBPA inh	AmpC inh no detg	HCMV inh
C=CCN1N=C(/C=C/c2ccccc2)CCC1=O	8.4%	3.0%	9.5%	6.2%	0.7%	8.4
Cc1ccc(Cc2ccc(C(=O)NNC(N)=S)o2)cc1	58.7%[activator]	5.5%	0.0%	0.0%	-23.9%	14.2
COc1ccc(C(=O)CC(=O)c2ccc(C)cc2)c(O)c1	28.4%	-2.8%	2.5%	0.0%	-31.4%	49.6
Cc1ccc(S(=O)(=O)Nc2ccccc2CNc2ccccn2)cc1	-7.9%	-5.4%	3.9%	-17.0%	-56.8%	-18.5
O=C(CN1CCN(C2CCCCC2)CC1)c1ccc2cc[nH]c2c1	5.1%	-12.7%	31.6µM*	-18.5%	-4.2%	26.6
O=C(CCNC(=O)c1ccccc1)OCN1C(=O)c2ccccc2C1=O	-5.6%	1.8%	-17.5%	.	-9.3%	7.8
COc1ccc(CN2CCCC(C(=O)c3ccc(SC)cc3)C2)cc1Cn1cccn1 (centres undefined)	?	2.0%	0.4%	3.1%	104.6%[activator]	-3.6
O=C(O)COc1ccc(/C=N/n2c(COc3ccccc3)nc3ccccc3c2=O)cc1	-24.2%	-0.5%	-7.9%	6.3%	-29.3%	-1.5
O=C(CN1C(=O)S/C(=C\C=C\c2ccccc2)C1=O)NC1CCS(=O)(=O)C1 (centres undefined)	1.6%	-5.9%	?	-10.2%	39.5%	11.0
O=C(CSc1nc2c([nH]c3ccccc32)c(=O)n1-c1ccc(Cl)cc1)N1CCOCC1	.	7.9%	5.3%	.	.	12.3

(further entries)
SMILES	AMA1-RON2 inh	AmpC detergent	Sm TGR inh	Giardia FBPA inh	AmpC inh no detg	HCMV inh
COC(=O)c1cc(OC)c(OC)c(OC)c1NC(=O)c1cc(=O)n(C)c(=O)n1C	.	-0.1%	-9.5%	.	.	-23.3
CSc1ccc(CN2C(=O)NC3(CCCCCC3)C2=O)cc1	-20.1%	3.2%	5.8%	-1.3%	-16.5%	20.3
O=C(Nc1ccccc1)N1CCCN(Cc2c(F)cccc2Cl)CC1	9.0%	-4.7%	-14.7%	7.5%	11.4%	-36.2
Cc1cccc(N2CCN(C(=O)c3cc4c(=O)n(C)c5ccccc5c4n3C)CC2)c1C	7.1%	?	1.7%	-3.6%	-9.1%	?
CCCN1C(=O)CN(C2CCCCC2)C(=O)C1c1ccc(OC)c(OC)c1 (centres undefined)	.	4.4%	1.2%	.	.	-0.2
CCC1(CC)NC(=O)N(CC(=O)OCc2nc3cc(C(=O)OC)ccc3c(=O)[nH]2)C1=O	16.9%	-3.2%	-14.5%	.	-22.8%	-19.1
O=c1[nH]ncc(NCc2ccc(Cl)cc2)c1Cl	20.5%	9.2%	.	3.8%	-5.1%	-13.6
